# GSH bead fluor = compound fluoresces at 488/530 nm on GSH beads | 190,000 compounds, 0.25% hits | GSH beads flow cytometry, compound fluorescence 488/530 nm; active compounds read high | fluorescence (KMESF) at 10 µM; in the data active = fluorescence above about 89;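 also: glutathione beads carrying GST-tagged Bcl family fusion proteins plus one bare bead set; values are compound well signal with DMSO vehicle wells as background; inactives centre near 16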
# RGS4-Gao reg = modulates binding of RGS4 to human Galphao. 220,000 compounds, 0.33% hits. binding response (% of control), % at 10 µM. Multiplexed bead flow cytometry; actives lie on both sides; in the data active = binding response below about 49% or above about 150%; inactive = in between;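 also: fluorescent Galphao activated with aluminum fluoride binding bead-coupled RGS4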
# Target sequence (P09471 whole entry, looked up): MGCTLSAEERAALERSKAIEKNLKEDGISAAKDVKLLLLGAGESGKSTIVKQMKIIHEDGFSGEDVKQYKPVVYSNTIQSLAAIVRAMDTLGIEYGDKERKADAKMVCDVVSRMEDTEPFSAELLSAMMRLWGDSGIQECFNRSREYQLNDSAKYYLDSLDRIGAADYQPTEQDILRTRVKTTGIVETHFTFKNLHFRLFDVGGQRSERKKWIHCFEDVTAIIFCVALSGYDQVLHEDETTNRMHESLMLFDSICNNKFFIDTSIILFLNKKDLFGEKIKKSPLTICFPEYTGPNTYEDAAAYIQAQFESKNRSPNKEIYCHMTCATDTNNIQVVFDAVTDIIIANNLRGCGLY
# RGS8-Gao = regulators of human RGS8-Galphao interaction | multiplexed bead flow cytometry, RGS8-Galphao binding; actives lie on both sides | response (percent of control binding), % at 10 µM | 220,000 compounds, 0.34% hits | AID 1423; in the data active = response below about 60% or above about 140%; inactive = in between;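 also: Galphao activated as the GDP aluminium fluoride complex binding bead-coupled RGS8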
# Bfl-1 Bim block = inhibitors of Bim-Bfl-1 interaction, human | Q16548 | AID 1008 | Bead-based flow cytometry, Bim-Bfl-1 binding inhibition | inhibition, % at 10 µM | 190,000 compounds, 0.12% hits;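 also: 0% = wells without compound plus tracer and 100% = blocker peptide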
# Bim-Mcl-1 = human Bim-Mcl-1 interaction inhibition. Q07820. Bead-based flow cytometry, Bim peptide-Mcl-1 binding. inhibition, % at 10 µM. 190,000 compounds, 0.1% hits. AID 1009;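 also: 0% = no compound tracer wells and 100% = peptide blocker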
# RGS7-Gao = modulates binding of RGS7 to human Galphao; binding response (% of control), % at 10 µM; Multiplexed bead flow cytometry; actives lie on both sides; P09471; 220,000 compounds, 0.35% hits; in the data active = binding response below about 49% or above about 150%; inconclusive = no clear call, values can overlap the other calls; inactive = in between;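 also: fluorescent Galphao held in activated GDP-AlF4 state binding bead-coupled RGS7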
# Mcl1-Bid inh = disrupts binding of human Mcl-1 to Bid peptide | Q07820 | TR-FRET Mcl-1/Bid-Dy647 peptide binding, 1536-well | inhibition, % at 21.7 µM | 220,000 compounds, 0.97% hits | AID 1021;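 active = compounds that cut the binding signal by more than half at the single screening dose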;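 also: His-tagged Mcl-1 with europium anti-His antibody binding Bid BH3 peptide; 0% = Mcl-1 plus peptide wells and 100% = peptide-only wells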
# Bcl-W Bim block = inhibitors of Bim-Bcl-W interaction, human; 190,000 compounds, 0.02% hits; bead-based flow cytometry, Bim peptide-Bcl-W binding; inhibition, % at 10 µM; Q92843;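 also: 0% = bound tracer without compound and 100% = peptide blocker; higher means less fluorescent Bim peptide bound to Bcl-W beads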
# Bim-Bcl-2 = inhibitors of Bim-Bcl-2 interaction, human; P10415; Bead-based flow cytometry, Bim peptide-Bcl-2 binding; inhibition, % at 10 µM; 190,000 compounds, 0.06% hits; AID 950; in the data active = inhibition above about 40%; inconclusive = no clear call, values can overlap the other calls;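 also: 0% = no compound wells with probe peptide and 100% = reference peptide inhibitor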
# Target sequence (P10415 whole entry, looked up): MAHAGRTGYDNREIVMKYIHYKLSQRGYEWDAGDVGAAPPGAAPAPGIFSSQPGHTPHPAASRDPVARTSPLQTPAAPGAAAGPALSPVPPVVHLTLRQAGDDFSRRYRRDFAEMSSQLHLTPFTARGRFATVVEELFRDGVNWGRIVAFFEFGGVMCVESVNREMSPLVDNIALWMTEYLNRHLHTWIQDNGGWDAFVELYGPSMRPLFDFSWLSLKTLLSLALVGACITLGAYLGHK
# Bim-Bcl-B = human Bim-Bcl-B interaction inhibition | Q9HD36 | inhibition, % at 10 µM | 190,000 compounds, 0.073% hits | bead-based flow cytometry, Bim peptide-Bcl-B binding;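 also: 0% = tracer peptide without compound and 100% = reference inhibitor peptide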
# Target sequence (Q9HD36 whole entry, looked up): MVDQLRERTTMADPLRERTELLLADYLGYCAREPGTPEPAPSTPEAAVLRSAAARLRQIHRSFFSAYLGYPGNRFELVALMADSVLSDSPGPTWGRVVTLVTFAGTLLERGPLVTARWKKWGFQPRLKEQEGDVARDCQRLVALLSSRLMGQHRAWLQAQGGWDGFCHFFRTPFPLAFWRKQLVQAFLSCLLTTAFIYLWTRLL
# Bim-Bcl-XL = inhibitors of Bim-Bcl-XL interaction, human. Q07817. Bim peptide-Bcl-XL binding, bead flow cytometry, fluorescence. inhibition, % at 10 µM. 190,000 compounds, 0.04% hits. AID 1007
# Target sequence (Q07817 whole entry, looked up): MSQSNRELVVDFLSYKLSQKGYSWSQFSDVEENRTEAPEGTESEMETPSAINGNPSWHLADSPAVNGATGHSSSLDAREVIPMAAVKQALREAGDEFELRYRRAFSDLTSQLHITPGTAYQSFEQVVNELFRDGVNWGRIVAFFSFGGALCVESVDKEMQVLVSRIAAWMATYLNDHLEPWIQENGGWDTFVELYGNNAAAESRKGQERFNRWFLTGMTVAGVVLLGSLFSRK
# The depositor's hits bear a star; ? = inconclusive. Rule as the data show it, unless noted: active = inhibition above about 40%.
entry	smiles	GSH bead fluor	RGS4-Gao reg	RGS8-Gao	Bfl-1 Bim block	Bim-Mcl-1	RGS7-Gao
1	CSc1c(C#N)c(N)c(C#N)c2c1COC(C)(C)C2	24	96	97	0	-1	97
2	Cc1cc(C(=O)O)cc(Br)c1N	17	99	98	-8	1	?
3	O=C(O)Cn1nnn(-c2ccccc2)c1=S	35	101	100	-17	-2	98
4	O=C(OC1CCN(c2ncc(C(F)(F)F)cc2Cl)CC1)c1cccc(C(F)(F)F)c1	26	101	102	-3	0	100
5	COc1ccc(C(=O)NCc2nnc(SCC(=O)N3CCOCC3)o2)cc1OC	13	100	101	-4	1	102
6	CCc1nnc(NC(=O)CSc2nc3cc4c(cc3cc2CC)OCCO4)s1	22	100	99	-15	-3	98
7	O=C(Nc1nnc(-c2ccc(Cl)cc2)o1)NC1CCCCC1	18	105	102	-3	-5	101
8	Cc1cc(C)c2ccc(C)[n+]([O-])c2c1O	51	101	99	5	0	100
9	Cc1ccccc1NC(=O)C(=O)NCCc1ccccc1	9	103	99	7	-4	99
10	CC1CC(CC(=O)Nc2nc(-c3ccccc3)cs2)C(=O)O1 (stereo not drawn)	18	105	105	-5	0	102
11	COc1ccc(N2CC(C(=O)NCc3cccnc3)CC2=O)cc1 (stereo not drawn)	14	99	97	0	0	101
12	CCc1ccc(C2=NNC(=Nc3cccc(S(=O)(=O)N(C)C)c3)SC2)cc1	9	98	99	-11	-3	98

entry	Mcl1-Bid inh	Bcl-W Bim block	Bim-Bcl-2	Bim-Bcl-B	Bim-Bcl-XL
1	3	-4	-2	-2	0
2	-12	-6	-10	-5	-3
3	12	0	-11	-10	-7
4	-1	1	0	0	0
5	-18	0	0	-1	0
6	4	1	-9	-8	-5
7	-11	0	-1	-4	-6
8	-27	1	4	4	2
9	-33	-2	0	-1	-7
10	4	0	-4	-4	-2
11	-2	-2	-1	1	0
12	-16	-2	-4	-5	-4

# Further entries:
entry	smiles	GSH bead fluor	RGS4-Gao reg	RGS8-Gao	Bfl-1 Bim block	Bim-Mcl-1	RGS7-Gao
13	O=C(N/N=C/c1ccc2c(c1)OCO2)c1ccccn1	12	98	97	-1	1	94
14	Cn1cc(SCC(=O)NCC2CCCO2)c2ccccc21 (stereo not drawn)	14	100	99	-7	0	100
15	O=C(COC(=O)c1ccccc1)Nc1ccccc1N1CCOCC1	22	100	105	2	2	100
16	CNC(=O)CN(c1ccc(C(C)C)cc1)S(C)(=O)=O	51	99	99	7	-1	97
17	Cc1ccc2nc(-c3ccc4c(c3)OCCO4)cc(C(=O)O)c2c1	17	100	100	-10	-2	99
18	CC1CCCCN1c1nc2nonc2nc1N1CCCCC1C (stereo not drawn)	17	84	83	-3	-1	93
19	CSc1nc(NCC(C)C)c2c3c(sc2n1)CN(C)CC3	36	103	99	-12	-5	105
20	CCOC(=O)c1sc(NC(=O)c2ccc(C)s2)cc1C	14	101	100	-2	-2	103
21	CC(C)c1ccc(C(=O)NC(=S)NCc2cccnc2)cc1	17	103	105	-8	-4	100
22	O=C(Cn1c(=S)[nH]c2ncccc2c1=O)NCCc1ccccc1	11	98	99	4	1	95
23	CC(Sc1nncs1)C(=O)NCc1ccc2c(c1)OCO2 (stereo not drawn)	20	99	99	-1	1	99
24	CC(=O)Nc1ccc(NC(=S)Nc2ccc(F)cc2)cc1	10	98	102	0	0	?

entry	Mcl1-Bid inh	Bcl-W Bim block	Bim-Bcl-2	Bim-Bcl-B	Bim-Bcl-XL
13	-6	0	0	0	0
14	-38	0	-7	-4	-3
15	-6	3	16	4	5
16	-10	1	0	4	2
17	-27	0	-9	-12	-4
18	0	-5	-1	-6	-7
19	-10	-1	-7	-10	-7
20	-18	-2	-3	0	-3
21	-33	-4	-5	-6	-7
22	-29	-1	4	-3	-4
23	-3	-4	-1	0	-2
24	-93	-3	-2	-2	-2

# Quoted from the listing.
# Entry for CSc1nc(NCC(C)C)c2c3c(sc2n1)CN(C)CC3 under Bim-Bcl-2: -7
# Entry for CNC(=O)CN(c1ccc(C(C)C)cc1)S(C)(=O)=O under Mcl1-Bid inh: -10
# Entry for CCOC(=O)c1sc(NC(=O)c2ccc(C)s2)cc1C under Mcl1-Bid inh: -18
# Entry for CC(C)c1ccc(C(=O)NC(=S)NCc2cccnc2)cc1 under Bim-Bcl-2: -5
# Entry for O=C(COC(=O)c1ccccc1)Nc1ccccc1N1CCOCC1 under RGS4-Gao reg: 100
# Entry for CC(=O)Nc1ccc(NC(=S)Nc2ccc(F)cc2)cc1 under GSH bead fluor: 10

# Three records drawn at random from those above:
entry	smiles	GSH bead fluor	RGS4-Gao reg	RGS8-Gao	Bfl-1 Bim block	Bim-Mcl-1	RGS7-Gao
14	Cn1cc(SCC(=O)NCC2CCCO2)c2ccccc21 (stereo not drawn)	14	100	99	-7	0	100
21	CC(C)c1ccc(C(=O)NC(=S)NCc2cccnc2)cc1	17	103	105	-8	-4	100
19	CSc1nc(NCC(C)C)c2c3c(sc2n1)CN(C)CC3	36	103	99	-12	-5	105

entry	Mcl1-Bid inh	Bcl-W Bim block	Bim-Bcl-2	Bim-Bcl-B	Bim-Bcl-XL
14	-38	0	-7	-4	-3
21	-33	-4	-5	-6	-7
19	-10	-1	-7	-10	-7

# Other compounds follow.
entry	smiles	GSH bead fluor	RGS4-Gao reg	RGS8-Gao	Bfl-1 Bim block	Bim-Mcl-1	RGS7-Gao
25	C/C(=C/C(=O)N1CCc2ccccc21)C(=O)O	10	103	102	-17	4	102
26	CCN(CC)S(=O)(=O)c1cccc(-c2nnc(SCc3nnc(-c4cccs4)o3)n2N)c1	16	104	100	-10	2	104
27	O=C(CCc1ccccc1)Nc1ccncc1	27	105	101	-10	12	104
28	COc1ccc(/C(C)=N/NC(=O)CNC(=O)/C=C\c2ccco2)cc1	11	93	99	-2	-2	95
29	CCOC(=O)c1cn2nc(-c3ccc(OCC)cc3)cc2nc1C1CCN(C(=O)OC(C)(C)C)CC1	38	100	101	-12	-1	99
30	O=C(Nc1ccc(F)cc1)Nc1ccccc1F	18	100	101	6	-2	?
31	CCn1c(=O)c(C(=O)CN(C)Cc2cccc(OC)c2OC)c(N)n(Cc2ccccc2)c1=O	22	100	102	-16	-2	96
32	Cc1c(CNCCc2ccc(Cl)cc2)c(C(=O)O)c(C)n1Cc1ccccc1	10	104	103	-5	-22	104
33	Cc1ccc(NC(=O)Cc2c[nH]c3ccccc23)cc1S(=O)(=O)N1CCCCCC1	10	97	101	-10	-2	100
34	CCOc1cc(/C=N/O)ccc1OCc1ccc(C)cc1	9	103	103	-2	0	102
35	CCc1cccc(N(C(=O)c2csnn2)C(C(=O)NC(C)(C)C)c2ccncc2)c1 (stereo not drawn)	10	106	103	-4	-3	108
36	COc1ccc(C(=S)Nc2ccc(N(C)C)cc2)cc1	23	100	105	-2	0	100

entry	Mcl1-Bid inh	Bcl-W Bim block	Bim-Bcl-2	Bim-Bcl-B	Bim-Bcl-XL
25	-7	-1	-8	-4	0
26	-49	0	-4	-6	-3
27	2	1	-7	-7	-5
28	-36	0	-2	-7	-6
29	2	0	-6	-7	0
30	-6	0	3	1	0
31	47	-2	-8	-8	-11
32	-43	-10	-6	-7	-13
33	-24	-2	-10	-5	-8
34	-8	-1	-3	-3	-6
35	-21	-1	-1	-4	-2
36	-44	0	-1	-6	-2

# The list continues.
entry	smiles	GSH bead fluor	RGS4-Gao reg	RGS8-Gao	Bfl-1 Bim block	Bim-Mcl-1	RGS7-Gao
37	CN(C)c1oc(-c2ccco2)nc1C#N	15	94	99	0	-2	97
38	CC(=O)c1ccc(NC(=O)CSc2ccc(-c3ccc4c(c3)OCO4)nn2)cc1	11	98	101	-12	-4	96
39	C=CCn1c(SCC(=O)NCc2ccc3c(c2)OCO3)nnc1C1CCCCC1	38	98	100	-11	-60	99
40	Cc1cc(C)c(NC(=O)c2cn3c4c(c(N5CCN(C)CC5)c(F)cc4c2=O)OCC3C)c(C)c1 (stereo not drawn)	9	101	105	0	-3	100
41	O=C(Nc1ccccc1C(=O)N1CCCCCC1)c1ccccc1Cl	20	106	104	-3	-2	103
42	COC(=O)Cc1ccc(NC(=S)N2CCN(c3ccc(OC)cc3)CC2)cc1	9	97	96	13	3	94
43	O=[N+]([O-])c1cc(S(=O)(=O)C(F)(F)F)ccc1Sc1nc2ccccc2[nH]1	37	103	100	0	-1	111
44	CCCSC(=S)NC1CCS(=O)(=O)C1 (stereo not drawn)	30	98	100	-1	-3	102
45	OCCN(CCO)c1ncnc2c1sc1nc(N3CCOCC3)c3c(c12)CCCC3	13	101	106	0	-2	101
46	CCOc1ccc(OCCSc2nc3ccccc3c(=O)[nH]2)cc1	41	98	97	-11	0	100
47	Cc1ccc(-c2nc(CS(=O)CC(=O)NCCCN3CC(C)CC(C)C3)c(C)o2)cc1 (stereo not drawn)	15	100	102	-7	-1	103
48	CCOc1nc(N2CCCCC2)nc(-n2cc(-c3ccccc3)nn2)n1	28	100	101	-2	0	103

entry	Mcl1-Bid inh	Bcl-W Bim block	Bim-Bcl-2	Bim-Bcl-B	Bim-Bcl-XL
37	24	-4	-4	-5	0
38	-3	-3	-7	-10	-5
39	-61	1	-10	-26	6
40	0	-5	-1	-3	-3
41	-16	-2	-4	-4	-1
42	-26	8	7	7	5
43	-69	3	-5	-6	-4
44	-9	-3	-5	-8	-7
45	15	3	-1	2	1
46	-41	6	-10	-5	-5
47	-1	-5	-3	-7	-9
48	-1	-3	0	-1	1

# Following part
entry	smiles	GSH bead fluor	RGS4-Gao reg	RGS8-Gao	Bfl-1 Bim block	Bim-Mcl-1	RGS7-Gao
49	COc1ccc(-c2coc3cc(O)cc(O)c3c2=O)cc1	21	103	101	0	-3	99
50	CCCn1c(NCc2ccc(C)o2)nc2ccccc21	13	102	105	-4	-5	100
51	Cc1cccc(C(=O)Nc2cccc(-c3ccc4nncn4n3)c2)c1	21	99	98	-5	3	99
52	CC(C)CC(=O)OCC(=O)Nc1ccccc1Sc1ccccc1	7	102	102	-1	-4	102
53	O=C(NCCCN1CCN(c2ccccc2)CC1)Nc1ccccc1C(F)(F)F	39	96	100	-9	0	100
54	CCc1cccc(C)c1NC(=O)CNCc1ccccc1	11	102	100	-3	-7	99
55	CCCCCc1ccc(-c2ccc(/C=C/C(=O)O)cc2)nc1	6	93	120	0	0	101
56	CCn1c(-c2cc(Br)cc(OC)c2O)nc2cc(S(=O)(=O)N(C)C)ccc21	28	93	95	0	-1	99
57	COc1cccc(-c2nc(N3CCC(C)CC3)c3ccccc3n2)c1O	31	98	101	-19	-4	96
58	COc1ccc(C(=O)NCCn2cc(SCC(=O)N3CCOCC3)c3ccccc32)cc1	14	103	100	1	0	98
59	COC(=O)CN1C(=O)C(O)(CC(=O)c2ccc(Br)cc2)c2ccccc21 (stereo not drawn)	15	102	100	-8	-3	100

entry	Mcl1-Bid inh	Bcl-W Bim block	Bim-Bcl-2	Bim-Bcl-B	Bim-Bcl-XL
49	6	-1	0	-8	-1
50	-18	-1	-5	-5	-4
51	-13	1	4	-2	-1
52	-1	0	-5	-5	-2
53	-17	2	-3	-6	-6
54	28	-6	-2	-4	-8
55	-10	0	8	-1	-3
56	-38	0	-2	0	0
57	-38	-2	-11	-13	-11
58	-30	0	-2	-1	-1
59	1	-8	-11	-10	-5

# Compound activity: PubChem, several laboratories

# The order is random (roughly 1.8% active in at least one column).
